Bcl-xL primary – blocks human Bcl-xL binding to Bim BH3 peptide | Q07817 | GST-Bcl-xL / FITC-Bim BH3 peptide fluorescence polarization | inhibition, % at 10.9 µM | 320,000 tested, 0.7% active | AID 2129;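 active means inhibition above the mean of all tested compounds plus 3 SD, cutoff set per campaign, cut at about 30% in these data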;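 further: 0% = DMSO wells and 100% = unlabeled Bim-BH3 peptide competitor; inhibitors lower millipolarization by displacing the labeled peptide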
MEX-5 binding – C. elegans MEX-5 TCR-2 RNA binding activity; MEX-5/FITC-TCR2 RNA binding, fluorescence polarization; active compounds read low; activity score (negative = inhibition of binding), % at 10 µM; 300,000 tested, 0.38% active;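 active means inhibition past about -25% in most replicates, and total fluorescence under double the plate's negative control median, limit read from the data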;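 further: 0% = DMSO and -100% = 5 µM competing unlabeled TCR2 RNA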
CIT2-GFP yeast – modulators of TOR pathway CIT2-GFP in S. cerevisiae; S. cerevisiae CIT2-GFP strain, flow cytometry, 3 h; 100 means same as DMSO wells; GFP response vs DMSO, % at 10 µM; AID 2029; 320,000 tested, 0.065% active;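 active means GFP response relative to DMSO above a set limit, near the screen mean plus 3 SD, cut at about 150% in these data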;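 further: ratio of well median GFP fluorescence to mean of DMSO wells on the plate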
GRK2 aptamer HTS – inhibitors of human GRK2 displacing RNA aptamer | P25098 | bead flow cytometry, FAM-aptamer displacement from GRK2 | inhibition of aptamer binding, % at 10 µM | 330,000 tested, 0.59% active | AID 488847;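 active means inhibition of aptamer binding above 40%, roughly 3 SD of noise, on plates passing a quality check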;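 further: median bead fluorescence of bound FAM aptamer so fluorescent compounds give negative values; no value below 0 was filed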
Target sequence (P25098 whole entry, looked up): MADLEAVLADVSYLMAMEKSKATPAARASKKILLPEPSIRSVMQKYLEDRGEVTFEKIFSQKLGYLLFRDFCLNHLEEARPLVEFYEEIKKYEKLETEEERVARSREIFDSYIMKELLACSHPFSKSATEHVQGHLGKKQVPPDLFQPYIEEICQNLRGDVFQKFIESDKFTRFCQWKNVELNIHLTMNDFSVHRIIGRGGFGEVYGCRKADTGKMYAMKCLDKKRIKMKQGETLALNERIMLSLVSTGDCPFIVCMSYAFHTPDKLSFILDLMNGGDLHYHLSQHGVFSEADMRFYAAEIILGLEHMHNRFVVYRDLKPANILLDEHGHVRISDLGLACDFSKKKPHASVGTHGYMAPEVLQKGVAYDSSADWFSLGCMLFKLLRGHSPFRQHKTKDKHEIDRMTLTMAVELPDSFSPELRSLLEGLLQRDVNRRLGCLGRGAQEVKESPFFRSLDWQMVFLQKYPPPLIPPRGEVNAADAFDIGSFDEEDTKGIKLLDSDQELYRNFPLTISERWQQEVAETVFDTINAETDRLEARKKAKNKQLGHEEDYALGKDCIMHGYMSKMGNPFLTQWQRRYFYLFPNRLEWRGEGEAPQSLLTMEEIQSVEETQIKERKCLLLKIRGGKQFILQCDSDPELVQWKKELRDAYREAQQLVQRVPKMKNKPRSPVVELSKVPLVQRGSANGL
VLA-4 inh – inhibition in a human VLA-4 binding assay; 330,000 tested, 0.2% active; inhibition, % (about 7 µM as worked out from the volumes in the protocol); VLA-4 expressing cells, ligand binding flow cytometry; AID 2557; P13612; in the data active means inhibition above about 50%
Fam108B inh – blocks mouse Fam108B hydrolase in RBBP9 counter-screen. recombinant Fam108B, FP-Rh probe fluorescence polarization. inhibition, % at 9.51 µM. 300,000 tested, 0.33% active. AID 1947;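 active means inhibition above the screen mean inhibition plus 3 SD, computed separately per campaign, cut at about 18% in these data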;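 further: inhibitors lower polarization as less probe binds the enzyme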
MCL1-BIM inh – inhibitors of human MCL1 binding to BIM-BH3 peptide; GST-MCL1 / FITC-Bim-BH3 fluorescence polarization; inhibition, % at 10.9 µM; 320,000 tested, 0.68% active; Q07820; AID 2057;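 active means inhibition above the mean inhibition of all tested compounds plus 3 SD, set per campaign, cut at about 40% in these data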;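 further: 0% = DMSO wells and 100% = unlabeled Bim-BH3 peptide control; higher means more loss of mP so more displacement of Bim peptide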
Target sequence (Q07820 whole entry, looked up): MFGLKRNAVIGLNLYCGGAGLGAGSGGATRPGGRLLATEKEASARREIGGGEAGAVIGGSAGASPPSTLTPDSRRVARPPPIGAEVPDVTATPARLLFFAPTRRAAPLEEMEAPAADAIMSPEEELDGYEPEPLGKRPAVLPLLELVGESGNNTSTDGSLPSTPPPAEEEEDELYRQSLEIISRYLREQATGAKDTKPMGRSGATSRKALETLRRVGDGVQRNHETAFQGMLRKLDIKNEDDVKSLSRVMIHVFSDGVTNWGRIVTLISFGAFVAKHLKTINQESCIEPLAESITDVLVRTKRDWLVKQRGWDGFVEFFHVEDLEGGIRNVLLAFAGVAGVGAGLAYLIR
GLD-1 RNA inh – GLD-1-TGE RNA interaction inhibition (C. elegans) | Q17339 | purified GLD-1 + fluorescein TGE RNA, fluorescence polarization | inhibition, % at 5.96 µM | 320,000 tested, 0.44% active;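 active means percent inhibition above a per-plate cutoff, the plate mean of test compounds plus 3 SD, cut at about 30% in these data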;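 further: 0% = DMSO wells with GLD-1 and probe and 100% = wells lacking GLD-1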
AGP1 TOR yeast – alters AGP1-GFP fluorescence in TOR pathway yeast screen. GFP response vs DMSO, % at 10 µM. S. cerevisiae AGP1-GFP multiplex flow cytometry, 3 h; GFP as percent of DMSO wells. 320,000 tested, 0.02% active. AID 2066;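 active means GFP response relative to DMSO above a set limit, near screen average plus 3 SD, cut at about 150% in these data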;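 further: median GFP channel fluorescence of the gated AGP1 strain per well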
* = called active by the depositor; . = no result given.

SMILES	Bcl-xL primary	MEX-5 binding	CIT2-GFP yeast	GRK2 aptamer HTS	VLA-4 inh	Fam108B inh	MCL1-BIM inh	GLD-1 RNA inh	AGP1 TOR yeast
Cc1cc(C)c2cc(C(=O)Nc3ccc4c(c3)OCO4)[nH]c2c1	10	-2.7	94	0	-5	2	12	7	94
COc1ccc(Br)cc1CN1CCN(C(=O)c2ccco2)CC1	-1	1.4	98	1	1	1	-1	-5	102
CCC(C)(C)n1nnnc1C(c1cccc(C#N)c1)N1CCN(c2cccc(C)c2C)CC1 (centres undefined)	-4	3.1	98	0	23	-2	-4	-1	103
Cc1ccc(Nc2cc(C)nc3nc(C)nn23)cc1	3	-1.8	101	0	4	-2	5	0	102
CC(C)CNC(=O)CC(=O)NN=C1CCCC1	5	-0.6	95	0	-1	1	4	0	92
O=C1C(=O)N(CCCn2ccnc2)C(c2cccnc2)/C1=C(/O)c1ccc(F)cc1 (centres undefined)	2	-0.3	104	1	-3	0	4	8	99
O=C(NCCOc1nc(N2CCOCC2)nc(N2CCOCC2)n1)Nc1ccccc1	0	1.1	.	46*	2	4	0	4	83
CN(c1ccc(C(=O)Nc2cccnc2)cc1)S(C)(=O)=O	2	1.0	105	0	-4	0	8	5	99
NC(=O)c1ccc(Oc2ccc3c(c2)CCC3)c([N+](=O)[O-])c1	2	1.1	98	3	-6	-1	-2	-8	100
Cc1cc(C)n(-c2nc3ccccc3nc2N2CCCC2)n1	0	.	112	6	-4	-4	2	7	112
COc1ccc(C2Nc3ccccc3C(=O)N2Cc2ccco2)cc1COc1ccccc1F (centres undefined)	0	-0.2	105	0	7	-8	-3	0	99
COc1ccccc1C(=O)Nc1cccc2c1CCCC2	-1	-0.4	103	2	8	2	3	4	99
COc1ccc(C=NCCCN2CCOCC2)cc1	4	-0.8	93	0	3	-2	7	3	95
CCN(CC(=O)Nc1cccc(S(=O)(=O)N(C)c2ccccc2)c1)Cc1ccccc1	-9	.	111	6	25	.	-18	1	110
CC(NC(=O)c1ccccc1Cl)C1COc2ccccc2O1 (centres undefined)	-3	-4.1	95	4	11	-1	-4	-6	99
Cc1ccc(Oc2nnc(-c3ccccc3)cc2C#N)cc1	3	-2.1	110	0	-2	-6	4	3	112
Cc1ccc(SCC(=O)NCc2ccccc2)cc1	3	1.2	92	0	5	3	5	7	100
COc1ccccc1NS(=O)(=O)c1ccc(C)c(C(=O)NC2=NCCS2)c1	5	.	92	1	-9	.	4	-1	96
CCCN(C(=O)c1ccc(S(=O)(=O)N2CCCC2)cc1)C1CCS(=O)(=O)C1 (centres undefined)	-5	.	104	2	2	.	-1	-1	101
COc1ccc(/C=N/Nc2nonc2N)cc1	4	0.7	89	0	10	1	3	1	96
Cn1cc(CNC(=O)/C=C/c2ccc(Cl)cc2)cn1	1	-0.1	101	3	-9	2	6	-1	97
COc1ccc(-c2nc(N/N=C(\C)c3ccc(O)cc3)c3ccccc3n2)cc1	-1	-4.4	97	1	-8	10	-5	-1	103
O=C(CCC(=O)N1CCN(S(=O)(=O)c2ccc(Cl)cc2)CC1)Nc1ccc(Cl)cc1Cl	6	1.7	92	0	7	0	-6	2	93
Cc1ccc(NC(=O)CCNS(=O)(=O)c2cccc3nsnc23)cc1	2	0.0	104	2	19	-4	2	1	104
NC1=NC(=O)/C(=C\c2ccc(-c3ccc(Cl)cc3)o2)S1	-2	-5.0	74	0	10	2	-10	-12	87

Quoted from the listing:
Cc1ccc(Nc2cc(C)nc3nc(C)nn23)cc1 @ Bcl-xL primary: 3
NC1=NC(=O)/C(=C\c2ccc(-c3ccc(Cl)cc3)o2)S1 @ Bcl-xL primary: -2
COc1ccc(Br)cc1CN1CCN(C(=O)c2ccco2)CC1 @ MEX-5 binding: 1.4
COc1ccc(/C=N/Nc2nonc2N)cc1 @ GLD-1 RNA inh: 1

New compounds follow:
SMILES	Bcl-xL primary	MEX-5 binding	CIT2-GFP yeast	GRK2 aptamer HTS	VLA-4 inh	Fam108B inh	MCL1-BIM inh	GLD-1 RNA inh	AGP1 TOR yeast
[N-]=[N+]=NC[C@H](Cc1ccccc1)N1CC[C@@H](NC(=O)OCc2ccccc2)CCC1=O	8	-1.1	91	7	-4	4	15	-4	80
OC1CCCCC1Sc1nc2ccccc2s1 (centres undefined)	1	1.6	94	4	-9	-5	0	2	95
COc1ccc(C2C(C#N)C(C#N)N3CCCN23)cc1 (centres undefined)	4	0.7	94	1	14	1	4	0	100
CCC(C)(CC(=O)Nc1nccs1)c1ccccc1 (centres undefined)	4	3.0	108	0	20	0	5	2	103
CC(=O)c1cccc(NC(=O)c2cc(-c3ccco3)nc3ccccc23)c1	-6	-0.5	112	1	-2	0	-8	8	101
Cc1cccnc1NC(=S)NC(=O)/C=C/c1ccccc1	2	-0.6	102	0	5	3	7	4	99
Cc1ccc(C)c(Oc2coc3cc(O)ccc3c2=O)c1	13	0.7	96	1	-4	-2	7	6	94
O=C1NC[C@H](c2ccccc2)N(CCc2cccc(F)c2)C1=O	4	0.6	106	0	1	5	4	1	115
O=C(CN1C(=O)COc2ccccc21)c1cccc(Cl)c1	7	1.6	103	2	4	-3	3	1	100
N=C1/C(=C\c2ccc(Br)o2)C(=O)N=C2SC(CC(=O)N3CCCCC3)=NN12	2	2.3	108	15	-3	-5	3	-14	20
Cc1ccc(C)c(S(=O)(=O)N2CCN(C(=O)CCC(=O)NCc3ccc(Cl)cc3)CC2)c1	5	.	104	0	-10	.	0	2	114
CCC(C)Oc1cc(-c2ccnc(Nc3cccc(Cl)c3)n2)ccn1 (centres undefined)	1	1.1	97	0	15	-14	3	-5	90
COc1ccccc1CNC(=O)C1CCCN(S(=O)(=O)c2c(C)[nH]c(=O)[nH]c2=O)C1 (centres undefined)	10	-0.2	103	0	2	-1	-5	-1	117
Cc1ccc(-n2nc(C)c3c(-c4cccs4)c(C#N)c(N)nc32)cc1	7	-2.7	94	1	0	-1	10	4	95
CCC/C(C#CCCN1C(=O)c2ccccc2C1=O)=C1/c2ccccc2C(=O)N1c1ccccc1	.	.	107	0	-27	.	.	-17	100
COc1ccc(N(C(=O)c2ccc(F)cc2)C2=CC3CCC(C2)N3C)cc1 (centres undefined)	5	-2.0	102	0	-17	4	6	-3	102
CCOCCCN1CC(C(=O)NCc2ccc3c(c2)OCO3)CC1=O (centres undefined)	-2	-0.8	98	7	6	-10	-8	-7	107
C/C(=N\NC(=O)c1cc(C)oc1C)c1ccc2c(c1)OCO2	-2	-2.5	96	1	5	0	0	6	94
CN(C)S(=O)(=O)c1ccc(C(=O)NCC(=O)Nc2ccc(F)c(F)c2)cc1	4	1.0	102	0	8	1	5	1	101
COc1cc(OC)cc(C(=O)NNC(=O)CN2C(=O)NC(C)(c3ccccc3)C2=O)c1 (centres undefined)	-3	-0.9	88	1	3	0	-2	-6	93
C[C@@H]1CC=C[C@H]2[C@H]1C(=O)N(Cc1ccccc1)[C@H]2c1ccc2ccccc2c1	-3	-0.3	70	2	2	2	1	-2	76
COc1cc(NC2=Nc3cccc4cccc2c34)cc(OC)c1OC	-7	2.0	109	0	3	7	-34	5	100
O=S1OC(c2ccccc2)c2cc(Cl)ccc21 (centres undefined)	-1	-1.6	90	2	7	-1	9	-1	86
Cn1nnnc1SCC(=O)c1ccco1	-9	-0.5	96	9	-3	-4	-7	2	98
O=S(=O)(Nc1ccc(-n2cccc2)cc1)c1ccc(Cl)cc1Cl	1	.	80	0	-10	-3	-2	3	.

3 of the entries above in order of their number in GLD-1 RNA inh, rising:
| SMILES | GLD-1 RNA inh |
| --- | --- |
| C[C@@H]1CC=C[C@H]2[C@H]1C(=O)N(Cc1ccccc1)[C@H]2c1ccc2ccccc2c1 | -2 |
| CC(C)CNC(=O)CC(=O)NN=C1CCCC1 | 0 |
| CCN(CC(=O)Nc1cccc(S(=O)(=O)N(C)c2ccccc2)c1)Cc1ccccc1 | 1 |

New compounds follow.
SMILES	Bcl-xL primary	MEX-5 binding	CIT2-GFP yeast	GRK2 aptamer HTS	VLA-4 inh	Fam108B inh	MCL1-BIM inh	GLD-1 RNA inh	AGP1 TOR yeast
COc1ccc(-c2c(-c3cc(OC)cc(OC)c3)n(C)c3ccc(-c4ccc(N(C)C)nc4)cc23)cc1	13	.	96	0	-1	.	12	-1	97
Cn1nnnc1SCC(=O)Nc1ccc(Cl)c(S(=O)(=O)N2CCOCC2)c1	-2	1.8	100	0	7	-5	-7	2	97
CC1CCCC(C)N1C(=O)Cn1cnc2cc([N+](=O)[O-])ccc2c1=O (centres undefined)	1	-0.4	104	3	8	-1	4	1	106
O=C(CCC1CCCN(C(=O)C2=CCCC2)C1)N1CCN(c2ccccn2)CC1 (centres undefined)	6	2.3	101	0	-5	-1	0	0	101
CC(Nc1ccc2c(c1)OCCO2)C(=O)Nc1ccc2c(c1)OCO2 (centres undefined)	5	.	105	2	17	1	-2	-3	105
O=C1C2C3c4ccccc4C(c4ccccc43)[C@@H]2C(=O)N1c1ccccn1 (some centres undefined)	1	0.4	101	1	-1	0	9	1	115
O=C(COC(=O)c1ccc(S(=O)(=O)N2CCCC2)cc1)Nc1cccc(F)c1	0	.	92	0	9	.	1	5	99
COCc1cc(C)n(CC(=O)N/N=C/c2ccc(-c3ccc(Cl)c(C(=O)O)c3)o2)c(=O)c1C#N	17	1.0	97	29	2	-3	21	5	97
COc1ccc(CC(=O)OCC(=O)NC(=O)NC2CCCC2)cc1	3	.	118	2	-34	.	-2	-7	107
CCCNC(=S)NC1CC2CCCC(C1)N2Cc1ccc(F)cc1 (centres undefined)	10	1.7	100	0	23	0	11	3	99
CC1Oc2ccccc2OC1(O)c1ccc2ccccc2n1 (centres undefined)	3	-3.7	98	0	-2	2	3	5	97
CCn1c(SCC(=O)NC2CC2)nnc1-c1csc(C)c1	-3	0.3	112	6	5	-7	-6	1	108
O=C(CN1CCN(S(=O)(=O)c2ccccc2F)CC1)NCC1(N2CCOCC2)CCCCC1	-7	.	60	1	3	.	-4	-6	63
C=CCS/C(=N\n1cnc2ccccc2c1=O)N(CC)CC	3	-0.2	106	3	12	-2	-2	4	100
CC1CCc2nc(NC(=O)Nc3ccc4c(c3)OCO4)sc2C1 (centres undefined)	3	0.6	109	4	3	9	3	3	98
CCc1nnc(NC(=O)C2CC(=O)N(CCc3ccc(F)cc3)C2)s1 (centres undefined)	11	-0.6	103	1	9	0	12	5	110
Cc1ccc(C)c(CN2C(=O)COc3ccc(C(=O)c4ccccc4C(=O)O)cc32)c1	2	0.1	98	0	13	-1	-2	3	99
COc1ccc(CN(C)S(=O)(=O)c2nnc(NC(=O)c3ccccc3Br)s2)cc1	10	0.9	110	0	-1	0	3	2	112
CC1=NN(c2ccccc2)C(=O)/C1=C/c1c(O)n(-c2ccc(F)cc2)[nH]c1=O	6	-3.0	104	0	-2	46*	5	-3	104
C=CCOc1nc(-c2ccncc2)nc2ccccc12	2	-1.2	88	1	-1	2	1	3	72
O=C(COc1ccccc1)N1CCN=C1SCc1ccccc1F	5	1.2	92	3	14	1	5	0	83
CCOc1ccc(N2C(=O)CC(Sc3n[nH]c(-c4ccccc4)n3)C2=O)cc1 (centres undefined)	8	2.1	107	0	3	-1	7	-3	99
Cc1nc(C)c(/C(O)=C\c2nc3ccc([N+](=O)[O-])cc3oc2=O)o1	3	-11	111	3	1	1	3	4	133
O=C(Nc1cccnc1)Nc1ccc(F)c(Cl)c1	1	-1.0	98	0	-2	1	1	2	92
O=C(Nc1ccc(F)cc1F)N1CCCCCC1	4	-0.8	103	0	-8	4	8	-2	94
CN1C(=O)C2(OCC(COc3ccc(Cl)cc3)O2)c2ccccc21 (centres undefined)	-1	0.3	85	0	-4	2	-4	4	99
O=C1COc2ccc(C(=O)COC(=O)CNC(=O)C3CCCCC3)cc2N1	-5	-3.4	97	0	6	1	-1	-6	88
